# A3A deaminase – inhibitors of human APOBEC3A DNA deaminase. P31941. recombinant A3A, FAM/TAMRA ssDNA deamination fluorescence. inhibition, % at 20 µM. 330,000 compounds, 0.41% hits. AID 493011;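 active means at least 40% inhibition at 20 µM here, with at most 30% in a related deaminase screen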;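 further: plate controls were A3A with DMSO for no effect and wells lacking A3A enzyme for full effect; some results filed as inactive read as strong as hits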
# Target sequence (P31941 whole entry, looked up): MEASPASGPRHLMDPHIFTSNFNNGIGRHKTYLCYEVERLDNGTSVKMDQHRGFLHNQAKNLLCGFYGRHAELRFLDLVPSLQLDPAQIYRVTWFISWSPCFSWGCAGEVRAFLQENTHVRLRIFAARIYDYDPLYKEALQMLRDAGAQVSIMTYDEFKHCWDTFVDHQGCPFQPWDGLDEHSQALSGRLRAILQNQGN
# EBI2 block – EBI2 (human) antagonism | inhibition, % at 5 µM | AID 651636 | 360,000 compounds, 0.81% hits | EBI2 beta-arrestin recruitment, luminescence, 7a,25-OHC stimulated; in the data active means inhibition above about 38%;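 further: enzyme fragment complementation signal reports receptor beta-arrestin coupling in cells; 0% = agonist plus DMSO wells and 100% = wells without agonist; some results beyond the cut were filed as inactive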
# MPTP block – inhibitors of mitochondrial permeability transition pore; isolated mouse mitochondria, Ca2+ swelling absorbance, 30 min; inhibition, % at 10 µM; 360,000 compounds, 1.4% hits; AID 602449;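 active means inhibition of 50% or more, scaled per plate between neutral and stimulator controls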;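 further: 0% = DMSO wells given calcium and 100% = 1 mM EGTA wells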
# CXCR6 block – inhibitors of human CXCR6 receptor; CHO-K1 PathHunter CXCR6 beta-arrestin, luminescence; inhibition, % at 20 µM; 360,000 compounds, 0.36% hits; AID 602244; in the data active means inhibition above about 34%, passing the limit was not always enough;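 further: antagonist mode with CXCL16 agonist at 10 nM final; 0% = 10 nM CXCL16 with DMSO and 100% = unstimulated wells without agonist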
# Target sequence (O00574 whole entry, looked up): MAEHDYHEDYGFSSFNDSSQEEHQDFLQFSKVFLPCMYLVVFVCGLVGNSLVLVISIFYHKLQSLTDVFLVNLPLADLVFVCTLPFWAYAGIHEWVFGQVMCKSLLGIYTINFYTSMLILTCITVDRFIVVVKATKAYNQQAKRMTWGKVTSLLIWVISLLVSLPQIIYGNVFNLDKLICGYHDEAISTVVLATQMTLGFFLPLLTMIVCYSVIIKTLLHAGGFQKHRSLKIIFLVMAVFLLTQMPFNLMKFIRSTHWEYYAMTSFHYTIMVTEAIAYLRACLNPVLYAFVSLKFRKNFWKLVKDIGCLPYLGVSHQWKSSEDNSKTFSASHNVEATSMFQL
# CCR6 antagonist – CCR6 (human) receptor antagonism; inhibition, % at 20 µM; CHO-K1 CCR6 PathHunter beta-arrestin, luminescence, CCL20-stimulated; 340,000 compounds, 0.49% hits;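 active means compounds whose inhibition of the agonist-driven luminescence signal at 20 µM reaches about 50%, limit read from the data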;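 further: cells stimulated with CCL20 at 14 nM final; plate controls were DMSO with CCL20 for no effect and DMSO without agonist for full effect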
# APOBEC3G inh – inhibitors of human APOBEC3G DNA deaminase; inhibition, % at 20 µM; 330,000 compounds, 0.28% hits; Q9HC16; recombinant A3G, ssDNA deamination FAM/TAMRA fluorescence;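 active means inhibition of at least 40% at 20 µM, with no more than 30% in the related APOBEC3A deaminase screen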;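 further: plate controls were DMSO wells with A3G for no effect and wells lacking A3G enzyme for full effect; some compounds called inactive have numbers as strong as hits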
# Target sequence (Q9HC16 whole entry, looked up): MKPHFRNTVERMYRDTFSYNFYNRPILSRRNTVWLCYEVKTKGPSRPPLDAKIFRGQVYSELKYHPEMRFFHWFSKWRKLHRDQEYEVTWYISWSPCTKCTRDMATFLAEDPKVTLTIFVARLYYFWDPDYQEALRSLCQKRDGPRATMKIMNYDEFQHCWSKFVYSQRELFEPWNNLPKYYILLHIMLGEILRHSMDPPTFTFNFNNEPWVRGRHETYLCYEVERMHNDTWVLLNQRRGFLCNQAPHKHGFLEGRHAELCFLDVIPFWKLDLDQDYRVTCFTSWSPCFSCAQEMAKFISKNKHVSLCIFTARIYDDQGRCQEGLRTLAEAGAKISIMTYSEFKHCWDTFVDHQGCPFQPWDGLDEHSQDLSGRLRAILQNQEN
# Gli-Sufu block – antagonists of Gli-Sufu signaling. 340,000 compounds, 0.74% hits. inhibition, % at 5 µM. Sufu-KO-LIGHT fibroblasts, Gli luciferase reporter luminescence. AID 588413;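 active means inhibition above about 55%, limit read from the data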;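 further: 0% = DMSO-treated cells and 100% = wells with medium but no cells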
# NR3A LBD binder – NR3A (human) ligand-binding domain modulation; Tm shift relative to glycine control, % at 25 µM; NR3A LBD differential scanning fluorimetry, Tm shift; 0% = protein alone, 100% = glycine-bound protein; 340,000 compounds, 2.5% hits;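 active means melting temperature shift of at least 10% of the positive control shift, at one fixed dose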
# * marks the source's active call; other numbers are inactive results; . = no result given.
# Start of the data: the first four entries (preview)
SMILES,A3A deaminase,EBI2 block,MPTP block,CXCR6 block,CCR6 antagonist,APOBEC3G inh,Gli-Sufu block,NR3A LBD binder
COc1ccc(CN2CCNC(=O)C2CC(=O)NCCCn2nnc3ccccc32)cc1C (centres undefined),-3.2,-9.7,1.1,-4.1,12.5,-0.1,16.4,-1.5
CCOc1ccc2nc(NCCCNS(=O)(=O)c3ccc(C)cc3)c(C#N)cc2c1,-2.4,1.3,-3.1,-13.6,-33.9,-7.9,5.9,-8.9
O=C(O)CCCNS(=O)(=O)c1ccc(Br)s1,-4.4,-9.4,-0.1,4.6,-5.2,-8.9,-4.8,-1.6
CC(=O)c1ccc(N2CCN(C(=O)c3n[nH]c4ccccc34)CC2)cc1,5.5,-12.8,-2.2,0.5,-1.1,1.1,-7.3,-2.3

# The whole of this part (from the top)
SMILES,A3A deaminase,EBI2 block,MPTP block,CXCR6 block,CCR6 antagonist,APOBEC3G inh,Gli-Sufu block,NR3A LBD binder
COc1ccc(CN2CCNC(=O)C2CC(=O)NCCCn2nnc3ccccc32)cc1C (centres undefined),-3.2,-9.7,1.1,-4.1,12.5,-0.1,16.4,-1.5
CCOc1ccc2nc(NCCCNS(=O)(=O)c3ccc(C)cc3)c(C#N)cc2c1,-2.4,1.3,-3.1,-13.6,-33.9,-7.9,5.9,-8.9
O=C(O)CCCNS(=O)(=O)c1ccc(Br)s1,-4.4,-9.4,-0.1,4.6,-5.2,-8.9,-4.8,-1.6
CC(=O)c1ccc(N2CCN(C(=O)c3n[nH]c4ccccc34)CC2)cc1,5.5,-12.8,-2.2,0.5,-1.1,1.1,-7.3,-2.3
CN1CCN(S(=O)(=O)c2cc([N+](=O)[O-])ccc2Cl)CC1,-1.6,6.6,-0.8,-12.0,-4.5,-9.4,-1.6,0.8
O=C(NCCC(=O)N1CCCC(C(F)(F)F)C1)c1ccc(Br)cc1 (centres undefined),-3.8,2.6,-0.4,2.6,-4.0,-3.2,-4.0,3.7
Cc1ccc2nc(SCc3ccc([N+](=O)[O-])cc3)nc(C)c2c1,4.8,-11.2,1.1,10.7,12.3,-1.3,1.6,12.7*
Cc1ccccc1CSc1nc2ccccc2c(=O)n1C,0.4,-24.9,1.3,-4.4,4.3,-1.5,-2.0,-1.6
O=C(COC(=O)C1(c2ccccc2F)CCCC1)NC1CCS(=O)(=O)C1 (centres undefined),3.1,11.7,-1.5,-3.0,-11.4,0.4,-24.0,-0.2
CC1C(=O)N2CCCc3cc(S(=O)(=O)N4CCC(C(N)=O)CC4)cc1c32 (centres undefined),2.9,0.9,-0.1,-3.3,4.6,-1.5,-5.2,-2.6
O=C(NCCc1ccccc1)C(=S)N1CCCCC1,0.0,-15.8,0.8,-2.3,-0.6,-8.4,-6.6,-0.1
CCOC(=O)Cn1nnnc1C(C(C)C)N(Cc1cc2c(C)cc(C)cc2[nH]c1=O)C1CCCC1 (centres undefined),-0.9,3.7,0.2,-9.2,-5.5,-3.9,2.1,-6.5
FC(F)(F)c1nnc2c(Sc3ccccc3)nc3ccccc3n12,-1.9,-4.0,1.1,-8.7,-1.2,-5.2,-4.9,0.3
CCOC(=O)C1CCN(S(=O)(=O)c2ccc(-c3cc(C(F)(F)F)n(C)n3)s2)CC1,3.2,4.4,1.1,1.1,-1.6,10.4,-7.7,0.3
Cc1ccc(OC(=S)Nc2ccc(O)cc2)cc1,-3.4,-15.0,-2.7,10.8,-4.5,-0.6,4.5,-3.1
CC1(C)CC2CC(C)(CN2S(=O)(=O)c2ccc(C(=O)Nc3cccc(S(=O)(=O)N4CCOCC4)c3)cc2)C1 (centres undefined),-2.7,13.8,17.0,4.3,22.1,-7.3,26.8,-6.8
CCN1C(=O)N(CC)C2NC(=S)NC21 (centres undefined),-4.4,3.8,-1.0,-3.0,6.9,-1.4,-7.1,-1.6
O=C(NC1CCCC1)C(c1ccc(F)cc1)N(Cc1ccc(F)cc1)C(=O)CCl (centres undefined),0.7,2.0,0.4,2.0,13.6,-7.9,-1.4,-0.1
COc1ccccc1OCC(=O)Nc1cc(S(=O)(=O)N2CCCCC2)ccc1N1CCCCC1,1.5,21.8,1.3,9.2,21.4,-2.3,44.4,-0.4
COC(=O)c1ccc(C23CC4(C2)[C@H](CN(Cc2ccc(C(F)(F)F)cc2)[C@@H]4c2ccccc2)C3c2ccc(Cl)nc2)cc1 (some centres undefined),2.4,.,.,.,15.2,12.2,24.3,1.4
COc1ccc(C(=O)C2CCN(C(=S)NCCc3ccccc3)CC2)cc1,-1.5,3.1,1.5,-3.5,4.2,-10.5,-2.9,3.7
O=C(CC1COc2ccccc2O1)NC1CCCCC1 (centres undefined),-4.4,-6.8,0.0,11.7,-18.5,-5.2,5.7,0.7
COCCNC(=O)NC(=O)CSc1nc(C)c(C)c(C)n1,4.1,-7.3,-0.1,-3.4,-3.0,-1.7,-4.6,2.7
CCCCOC(=O)CSC1=C(C#N)C(c2ccccc2OCC)C(C#N)C(=O)N1 (centres undefined),-6.7,7.9,3.2,0.8,15.5,-9.2,-45.2,-25.0
CCOc1cccc(C(=O)Nc2cccc(C(=O)NC(C)(C)C)c2)c1,2.8,-9.9,0.8,-5.4,11.6,-5.3,2.0,0.9
Cc1ccc(NC2CCCN(C(=O)c3cccc4nccnc34)C2)cc1C (centres undefined),-0.4,-2.6,-1.8,-4.9,-1.1,-2.5,-3.7,2.9
Cn1c(=O)[nH]c(=O)c2c1nc1n2CCCN1CCc1ccccc1,-3.2,-16.6,-1.4,-11.6,-6.1,-5.3,12.2,0.4
Cc1cc(C)n2c(SCC(=O)Nc3ncc(C(F)(F)F)cc3Cl)nnc2n1,3.1,-2.1,0.0,5.7,-12.3,-0.8,-5.0,0.1
O=c1oc2ccc(Cl)cc2cc1-c1nnc(Nc2cccc(C(F)(F)F)c2)s1,-1.2,0.1,-1.6,2.0,5.2,-8.9,-8.7,-2.1
Cn1cc(/C=C(\C(=O)O)C(C(=O)O)=C2CCCCC2)c2ccccc21,-3.3,-14.2,-1.5,-2.0,0.6,-6.0,-1.7,1.1
O=C(NC1CCCC1)C(c1ccncc1)N(C(=O)c1ccco1)c1ccccc1 (centres undefined),-0.3,-5.4,0.1,-4.0,12.3,2.3,8.3,0.5
Cc1ccc(S(=O)(=O)N(C)c2ccc(OC(C)C(=O)N(C)c3ccccc3)cc2)cc1 (centres undefined),1.1,9.6,-0.2,-1.2,16.4,-0.6,8.0,-2.3
COc1ccc(NC(=O)COC(=O)Cc2ccc(Br)cc2)cc1,2.9,3.5,1.2,-8.7,-6.1,-1.3,-8.0,0.2
COc1ccccc1CCc1nnc(N)s1,-7.0,-6.6,3.5,2.9,9.8,-5.6,2.1,0.3
CCCCn1c(N)c(N(CCOC)C(=O)COC(=O)COc2ccccc2C#N)c(=O)[nH]c1=O,-1.8,-2.7,-0.5,2.6,12.4,-3.8,-7.7,-0.6
COC(=O)c1cc(S(=O)(=O)N(C)c2ccc(C)c(C)c2)c[nH]1,-0.9,0.7,0.1,10.3,15.8,-2.1,-0.3,2.0
CC(C)NC(=O)NC(=O)COC(=O)c1cc(S(=O)(=O)N2CCCCC2)ccc1N1CCOCC1,3.7,4.0,0.2,-4.0,12.8,1.1,6.2,2.4
O=C(Nc1cccc(O)c1)C(=O)Nc1ccccn1,-4.3,-0.8,36.9,-7.3,-7.8,-6.4,-25.3,-7.0
CCOC(=O)c1ccc(S(=O)(=O)N2CCN(C/C=C/c3ccccc3)CC2)cc1,-0.9,13.9,0.2,3.4,20.1,-5.8,3.0,0.4
CCOCC(=O)Nc1ccc([N+](=O)[O-])cc1C,0.7,-11.5,-0.9,7.3,-1.9,-4.2,-15.4,0.2
COc1ccc2oc(C(=O)N3CCN(S(=O)(=O)c4ccc(F)cc4)CC3)c(C)c2c1,-5.0,25.1,1.3,4.1,12.6,-5.3,10.1,-1.6
CC(C)C(=O)N(c1ccc2oc(=O)sc2c1)S(=O)(=O)c1cccs1,-6.3,-1.4,0.7,4.0,5.2,-11.2,9.6,-1.5
NC(=O)CC(NC(=O)c1cccc(Br)c1)c1ccc(N2CCC(N3CCCC3)CC2)c([N+](=O)[O-])c1 (centres undefined),0.5,-7.0,-1.0,-3.3,-1.9,-3.0,22.9,-2.3
CCOc1ccc(/C=C(\C(=O)O)c2ccc(S(=O)(=O)N3CCOCC3)s2)cc1OC,5.8,-5.7,-1.2,3.6,-0.1,-4.6,-0.6,12.2*
COc1cc(/C=C/C(=O)OCC(=O)N(CC(C)C)c2c(N)n(Cc3ccccc3)c(=O)[nH]c2=O)ccc1O,.,2.7,-0.2,0.6,9.6,.,2.7,0.1
O=S(=O)(Oc1ccccc1C(=S)N1CCOCC1)c1ccc(Cl)cc1,-0.6,5.7,-0.4,-2.6,6.1,-8.0,6.0,2.9
COc1ccc(C2CC(C)=NN2C=O)cc1OC (centres undefined),5.5,2.5,4.2,-2.9,-10.6,-4.2,6.5,-2.3
CCOC(=O)Cc1csc(NC(=O)CN2CCOCC2)n1,1.0,10.9,-0.2,-10.9,13.3,-5.9,-12.1,-2.6
CCCc1cc(-c2nc(N)ncc2-c2csc(C)n2)c(O)cc1OC,2.4,13.8,-1.0,-7.4,14.5,-1.7,4.7,0.7
O=C1CCC(C(=O)N2CCSCC2)CN1CCc1ccccc1 (centres undefined),-5.0,0.8,-0.1,10.7,16.5,-6.4,-32.5,0.1
C/C(=N\Nc1nc2ccccc2[nH]1)c1cccs1,-2.0,-12.2,1.1,-19.0,15.9,-3.6,-53.4,-1.4
CCOC(=O)c1c(-n2cccc2)sc2c1CCCC2=O,2.5,0.3,1.8,-1.8,-4.0,-0.1,-5.2,-1.3
C=CCn1c(=O)c2ccccc2n2c(SCC(=O)N(C)C)nnc12,-0.2,8.6,-0.6,-2.9,16.8,-7.7,-8.5,-2.2
COc1ccc(OC)c(C2/C(=C(\O)c3ccc(OC)c(Cl)c3)C(=O)C(=O)N2CCN(C)C)c1 (centres undefined),-0.3,10.1,-7.2,-6.6,5.6,-2.3,5.0,2.1
COc1cccc(NC(=O)c2cc(CN3C(=O)c4ccccc4C3=O)ccc2OC)c1,4.1,17.1,2.1,2.7,5.1,0.2,-18.2,-2.9
CC1CCC2(CC1)NC(=O)N(CC(=O)NCc1ccc(F)cc1)C2=O (centres undefined),0.1,-13.9,-0.3,-3.4,3.0,-5.6,-1.9,-3.0
COc1ccc(S(=O)(=O)Nc2ccc3c(c2)C(=O)N([C@H](C)CO)C[C@H](C)[C@@H](CN(C)S(=O)(=O)c2ccc(OC)cc2)O3)cc1,.,-5.8,0.8,2.5,6.7,.,-5.5,-37.4
COc1ccc2nc(NC(=O)C3CCN(S(=O)(=O)c4cnc[nH]4)CC3)sc2c1,-2.0,7.0,-2.0,4.7,12.3,-4.5,2.8,0.3
O=C(NCC(=O)N(CCN1CCOCC1)C(C(=O)NC1CCCC1)c1cccnc1)c1cccs1 (centres undefined),1.2,-18.1,0.1,-4.9,-13.6,-2.1,-2.0,-0.3
COc1ccccc1-c1c(C(F)(F)F)oc2cc(OC(=O)c3ccccc3[N+](=O)[O-])ccc2c1=O,-0.2,-10.1,16.9,15.5,18.0,3.3,-13.8,-2.3

# Continuation.
SMILES,A3A deaminase,EBI2 block,MPTP block,CXCR6 block,CCR6 antagonist,APOBEC3G inh,Gli-Sufu block,NR3A LBD binder
CC[N+](CC)(CCO)CCCN1C(=O)C2CC=C(Cl)CC2C1=O (centres undefined),2.3,.,.,.,-3.8,0.1,-0.3,0.1
CC(C)(CN1CCN(C(c2ccccc2)c2ccccc2)CC1)NS(=O)(=O)c1ccccc1,-2.0,14.2,2.2,10.1,17.3,-5.2,12.4,-1.4
O=C(NC1CCCCC1)C(c1ccccn1)N(C(=O)c1csnn1)c1ccccc1F (centres undefined),-4.4,3.7,1.3,-5.3,5.5,-9.4,12.4,-0.3
CCOC(=O)N(NC(=O)C(O)(c1ccccc1)c1ccccc1)c1ccccc1,-2.3,12.0,0.6,9.8,-14.1,-2.0,4.2,-1.3
